From PubChem
Jurkat NFkB inh: inhibitors of induced NF-kB luciferase reporter, primary screen, TCR NF-kB activation inhibitor project, cell-based, luminescence, uHTS; Jurkat, PMA/ionomycin-induced NF-kB luciferase reporter; inhibition, % at 4 µM; 330,000 compounds, 0.53% hits; in the data active = inhibition above about 50%
UPR CHOP act: activators of apoptotic CHOP UPR arm, primary screen, cell-based, CHO-CHOP luciferase reporter, luminescence, uHTS; UPR activation; percent of tunicamycin response over DMSO baseline; activation, % at 10 µM; 330,000 compounds, 0.34% hits; AID 449763, 2010;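 active = at 10 µM dose, activation of 40% or more, normalized to positive control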;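 note: 100% = tunicamycin at 10 µg/mL and 0% = DMSO alone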
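Assay system: CHO-CHOP cells, stable luciferase reporter of PERK-eIF2a-CHOP signalling / Buffer or medium: F12 plus 10% serum / Compound dosing: one dose, 10 µM in 0.5% DMSO / Times: 6 h compound treatment, 37 °C / Technique: luciferase luminescence / Read-out: % reporter activation, DMSO baseline versus tunicamycin full activation / Benchmarks: tunicamycin and DMSO controls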
697 NFkB inh: inhibitors of PMA/ionomycin-induced NF-kB reporter, 697 cells, primary screen, B-cell NF-kB inhibitor project, cell-based, luminescence, uHTS; 697 B-cell NF-kB luciferase reporter, 16 h; inhibition, % at 4 µM; 330,000 compounds, 0.33% hits; AID 435022, 2010; in the data active = inhibition above about 35%
tim10-1 inh: growth inhibitors of tim10-1 mutant yeast, primary screen, luminescence, uHTS | S. cerevisiae tim10-1 ts strain growth, BacTiter-Glo, 24 h | 330,000 compounds, 2.2% hits | inhibition, % at 20 µM;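 active = inhibition of at least 40%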;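 note: mutant grown at 25 °C; 0% = DMSO wells with yeast and 100% = wells holding no yeast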
UPR XBP1 act: activators of adaptive XBP1 UPR arm, primary screen, cell-based, CHO-XBP1 luciferase reporter, luminescence, uHTS | IRE1-XBP1 UPR activation; percent of tunicamycin response, DMSO as zero | activation, % at 20 µM | 330,000 compounds, 0.33% hits;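 active = versus positive control, 20 µM dose yields 30% or more activation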;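 note: 100% = tunicamycin at 10 µg/mL and 0% = DMSO only wells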
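incubation = overnight seeding at 37 °C, 6 h compound treatment at 37 °C | assay system = CHO-XBP1 cells stably carrying IRE1-XBP1-driven luciferase reporter | input = 1000 cells per well | detection = luciferase luminescence | dosing = single point, 20 µM final compound, 1% DMSO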
tim23-1 inh: growth inhibitors of tim23-1 mutant yeast, primary screen, luminescence, uHTS. inhibition, % at 20 µM. AID 463212, 2010. S. cerevisiae tim23-1 growth, BacTiter-Glo luminescence, 24 h. 330,000 compounds, 1.3% hits;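 active = growth inhibition of the mutant yeast at or above 50%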;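 note: temperature-sensitive mutant grown at 25 °C; plate controls were DMSO-treated mutant yeast for no effect and medium wells lacking yeast for full effect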
TIM10 inh: growth inhibitors of isogenic TIM10 control yeast, primary screen, counter-screen for tim10-1 yeast inhibitor project, luminescence, uHTS. S. cerevisiae TIM10 strain growth, BacTiter-Glo luminescence, 24 h. inhibition, % at 10 µM. 330,000 compounds, 1.4% hits;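 active = inhibition of 40% or more at the single tested concentration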;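 note: wild-type TIM10 isogenic control strain grown at permissive 25 °C; 0% = DMSO yeast wells and 100% = minimal medium wells without yeast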
Mdm2-MdmX inh: inhibitors of human Mdm2-MdmX association, primary screen, cell-based, luminescence, split luciferase, SaOS-2, uHTS; 330,000 compounds, 3% hits; SaOS-2 split-luciferase Mdm2/MdmX complementation; AID 485346, 2010; Protein Mdm4 (Homo sapiens) + E3 ubiquitin-protein ligase Mdm2 (Homo sapiens), …; inhibition, % at 8 µM;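 active = inhibition of at least 50% at 8 µM in the primary screen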
Target sequence (O15151 whole entry, looked up): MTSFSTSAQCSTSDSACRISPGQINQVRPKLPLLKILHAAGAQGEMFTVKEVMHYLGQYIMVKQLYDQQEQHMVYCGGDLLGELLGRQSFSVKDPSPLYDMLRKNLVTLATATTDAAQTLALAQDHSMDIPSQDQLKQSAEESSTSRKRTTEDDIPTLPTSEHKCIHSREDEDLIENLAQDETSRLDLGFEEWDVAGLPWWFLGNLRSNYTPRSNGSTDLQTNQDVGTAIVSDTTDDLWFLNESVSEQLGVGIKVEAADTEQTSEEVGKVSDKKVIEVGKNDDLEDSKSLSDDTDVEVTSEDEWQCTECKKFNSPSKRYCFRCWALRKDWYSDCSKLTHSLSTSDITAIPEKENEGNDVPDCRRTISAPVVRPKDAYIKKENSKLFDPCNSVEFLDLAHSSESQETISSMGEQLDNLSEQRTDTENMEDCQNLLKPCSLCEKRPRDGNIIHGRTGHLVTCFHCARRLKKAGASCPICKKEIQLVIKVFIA
Target sequence (Q00987 whole entry, looked up): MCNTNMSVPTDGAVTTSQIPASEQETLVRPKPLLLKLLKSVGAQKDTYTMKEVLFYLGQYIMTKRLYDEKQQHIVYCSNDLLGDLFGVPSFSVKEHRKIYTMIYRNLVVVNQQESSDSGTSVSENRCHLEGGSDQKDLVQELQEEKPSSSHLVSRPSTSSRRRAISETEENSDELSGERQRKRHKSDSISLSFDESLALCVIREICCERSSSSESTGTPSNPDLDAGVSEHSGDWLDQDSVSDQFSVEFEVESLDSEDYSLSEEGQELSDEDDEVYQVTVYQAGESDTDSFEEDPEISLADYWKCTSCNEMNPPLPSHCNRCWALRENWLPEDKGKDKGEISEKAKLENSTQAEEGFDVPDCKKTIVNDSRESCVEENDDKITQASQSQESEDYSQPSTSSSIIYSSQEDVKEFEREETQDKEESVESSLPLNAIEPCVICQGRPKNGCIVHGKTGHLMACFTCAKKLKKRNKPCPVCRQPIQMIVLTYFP
* marks the source's active call; other numbers are inactive results; nt = not tested or not shown.

nr	SMILES	Jurkat NFkB inh	UPR CHOP act	697 NFkB inh	tim10-1 inh	UPR XBP1 act	tim23-1 inh	TIM10 inh	Mdm2-MdmX inh
1	O=C(COc1ccccc1F)OCC(=O)c1ccc([N+](=O)[O-])cc1	3	-0.5	12	-2	-4	6	-1	29
2	CN(C(=O)COC(=O)c1cc([N+](=O)[O-])ccc1N1CCCC1)C1CCS(=O)(=O)C1 (centres undefined)	-5	1.8	15	10	-1	14	-8	-34
3	CC(NC(=O)c1ccccc1F)c1ccccc1 (centres undefined)	5	1.5	10	-1	-1	5	-10	-13
4	CCc1cc(CNC(=O)c2ccc(OC3CCN(CCc4ccccc4)CC3)cc2)on1	12	-0.2	4	12	-4	5	8	31
5	Cc1snc(S(=O)(=O)/C(C#N)=N/Nc2ccc(C(F)(F)F)cc2)c1C#N	11	-2.5	16	12	4	4	-4	11
6	CCOC(=O)Cn1c(=O)n(C2CCCC2)c(=O)c2ccccc21	9	-2.6	12	15	2	17	-2	16
7	CN(C(=O)CSc1nnc(-c2ccco2)n1Cc1ccccc1)C1CCS(=O)(=O)C1 (centres undefined)	-6	-1.0	18	4	-2	9	7	0
8	O=C(N/N=C\c1cc([N+](=O)[O-])ccc1N1CCCC1)c1ccccn1	6	1.4	4	10	0	1	9	-12
9	O=C(CSc1ccccc1)NCC(c1ccco1)N1CCCCC1 (centres undefined)	4	0.1	10	-10	-2	3	2	-5
10	Clc1ccc(C2CC(c3cccs3)n3ncnc3N2)cc1 (centres undefined)	8	-2.3	2	26	0	34	10	29
11	CCN(CC)S(=O)(=O)c1ccc2oc(C(=O)N3CCc4ccccc4C3)c(C)c2c1	9	1.1	-39	43*	-3	34	5	4
12	O=C(Nc1cccc(Cl)c1)N1CCCCCC1	-6	5.3	-1	-27	-2	43	28	6

Part of the list above, showing only TIM10 inh, Mdm2-MdmX inh and UPR CHOP act.
nr	Structure	TIM10 inh	Mdm2-MdmX inh	UPR CHOP act
9	O=C(CSc1ccccc1)NCC(c1ccco1)N1CCCCC1 (centres undefined)	2	-5	0.1
11	CCN(CC)S(=O)(=O)c1ccc2oc(C(=O)N3CCc4ccccc4C3)c(C)c2c1	5	4	1.1
1	O=C(COc1ccccc1F)OCC(=O)c1ccc([N+](=O)[O-])cc1	-1	29	-0.5

Returning to the listing with the four entries that preceded the break.
nr	SMILES	Jurkat NFkB inh	UPR CHOP act	697 NFkB inh	tim10-1 inh	UPR XBP1 act	tim23-1 inh	TIM10 inh	Mdm2-MdmX inh
9	O=C(CSc1ccccc1)NCC(c1ccco1)N1CCCCC1 (centres undefined)	4	0.1	10	-10	-2	3	2	-5
10	Clc1ccc(C2CC(c3cccs3)n3ncnc3N2)cc1 (centres undefined)	8	-2.3	2	26	0	34	10	29
11	CCN(CC)S(=O)(=O)c1ccc2oc(C(=O)N3CCc4ccccc4C3)c(C)c2c1	9	1.1	-39	43*	-3	34	5	4
12	O=C(Nc1cccc(Cl)c1)N1CCCCCC1	-6	5.3	-1	-27	-2	43	28	6
13	O=C(OCC(=O)N1CCCC1)c1ccc(NS(=O)(=O)c2cccs2)cc1O	5	-2.4	14	16	-2	-4	-4	14
14	COc1ccc(NC2CC(=O)N(C(C)C)C2=O)cc1 (centres undefined)	-126	3.9	-99	-6	-2	9	-58	-35
15	O=c1cc(N2CCCCC2)c(-c2ccccc2)nn1Cc1cccc(F)c1	-1	-0.5	4	23	0	28	25	6
16	Cc1cccc(N(Cc2ccccc2)C(=O)CSC(C)C(=O)Nc2cc(C)on2)c1 (centres undefined)	-28	0.0	-18	14	-3	21	2	21
17	N/C(=N\OC(=O)c1ccc2ccccc2c1)c1ccc(Br)cc1	-2	1.1	-27	28	1	9	13	62*
18	CCCCCCCN1C=CC(=O)CC1	5	-1.0	20	13	0	-4	-7	-6
19	C=CCn1c(C(CCCC)CC(O)COCC(C)C)n[nH]c1=S (centres undefined)	7	0.8	0	20	-1	-9	20	-12
20	COC(CNC(=O)c1cc(Sc2nnc(C)s2)nc2ccccc12)OC	3	-1.4	18	7	-2	7	6	15
21	CCCN(CC(=O)Nc1ccccc1C)C(=O)c1cc(C)oc1C	7	1.6	10	19	-3	18	9	6
22	CCCC1=[N+](CC)CCn2c(C)ccc21	9	-0.6	-30	-14	1	3	-5	19
23	C(=C\c1cccc2ccccc12)/c1nnc(-c2cccs2)o1	-19	-0.7	-39	-4	1	30	9	-1
24	O=C(c1cc2cc(Cl)ccc2oc1=O)N1CCOCC1	-9	-0.8	-7	7	-2	7	2	-38

(next part)
nr	SMILES	Jurkat NFkB inh	UPR CHOP act	697 NFkB inh	tim10-1 inh	UPR XBP1 act	tim23-1 inh	TIM10 inh	Mdm2-MdmX inh
25	Cc1cc(C)c(S(=O)(=O)Nc2cccnc2)c(C)c1	-6	-0.3	-30	21	4	18	25	-15
26	CCOC(=O)C1=CNS(=O)(=O)NC1c1ccc(C(F)(F)F)cc1 (centres undefined)	nt	0.7	16	4	0	30	-13	-6
27	CCC(CO)Nc1ncnc2c1cnn2-c1ccc(Cl)cc1 (centres undefined)	-140	-2.1	-171	19	-1	13	-12	16
28	Cc1cc(C)c(NC(=O)c2ccc(CNS(=O)(=O)c3cc(C(F)(F)F)ccc3Cl)cc2)c(C)c1	1	-1.2	-9	8	-3	18	-11	30
29	Cc1cc(C)c2[nH]c(=O)c(CN(Cc3cccs3)C(=S)NCc3ccco3)cc2c1	-4	0.4	19	34	-2	35	27	10
30	CN(CC(=O)N1CCN(c2ccc(F)cc2)CC1)S(=O)(=O)c1ccc(F)cc1	-22	1.2	-59	17	-2	23	-6	1
31	O=c1[nH]c(C2CCN(S(=O)(=O)c3ccc4c(c3)OCCO4)CC2)nc2c1nnn2Cc1ccccc1F	-14	-1.9	3	8	2	3	3	16
32	O=C(NCc1cccc(F)c1)c1ccc2nc(N3CCOCC3)sc2c1	6	1.6	3	12	-3	13	1	6
33	COC(=O)[C@H](Cc1ccccc1)NC(=O)NC(C)CCc1ccccc1 (some centres undefined)	-4	1.7	10	19	-5	7	0	-2
34	O=C(Nc1ccc(F)cc1)C1CC(=O)n2ncnc2N1 (centres undefined)	-11	-1.0	16	2	1	7	-4	-1
35	COc1ccc2oc(C(=O)OCC(=O)N3CCC(C)CC3)c(C)c2c1	9	0.1	28	7	-4	50	-1	9
36	CCN1CCN(c2ccc(S(=O)(=O)N3CCCCC3)cc2NC(=O)COc2cc(C)ccc2Cl)CC1	-14	1.6	-20	21	2	12	11	36

New compounds follow.
nr	SMILES	Jurkat NFkB inh	UPR CHOP act	697 NFkB inh	tim10-1 inh	UPR XBP1 act	tim23-1 inh	TIM10 inh	Mdm2-MdmX inh
37	COC(=O)c1cc2c(ccn2C)n1C	-8	0.3	-1	-6	-2	-6	-18	-8
38	CCOc1cc(CN2CCN(C(=O)c3ccco3)CC2)ccc1OC	1	1.6	4	-14	2	0	-13	13
39	O=C(Nc1ccccc1)c1c(F)c(F)c(F)c(F)c1F	14	-0.1	13	24	-7	16	10	30
40	O=C(OCc1ccccc1)C1=[N+]([O-])OC(C(=O)OCc2ccccc2)C1c1c[nH]c2ccccc12 (centres undefined)	-14	0.6	-5	13	4	14	6	21
41	O=S(=O)(c1ccccc1)N(Cc1ccccc1)c1ccccn1	0	0.7	23	26	-2	16	20	5
42	CC(C)Nc1nc(SCC(N)=O)nc(N2CCOCC2)n1	9	-0.2	9	-8	-2	15	-2	-1
43	Cc1ccc(S(=O)(=O)N(CC(=O)NCCC2=CCCCC2)Cc2ccccc2)cc1	1	-3.4	16	30	-1	31	35	20
44	COc1ccc(-c2csc3ncn(Cc4ccccc4)c(=O)c23)cc1	-12	-2.5	-8	9	-4	33	5	6
45	COc1ccc(OC)c(/C=C/C(=O)N2C(=O)c3cccc(N)c3C2=O)c1	21	53*	-4	42*	2	46	39	63*
46	O=C(CCCn1c(=O)[nH]c2cc(Cl)ccc2c1=O)NCCCN1CCCC1	-2	-0.2	-3	3	-2	15	-5	20
47	Cc1cccc(C(C)(C)C)c1OCCn1ccnc1	1	-1.7	-34	35	0	-5	3	9
48	Cc1ccc(C(=O)Nc2ccc(OCc3ccccc3)cc2)s1	-31	7.1	-33	-11	17	-4	2	4

Taken from above.
UPR CHOP act, no. 44 → -2.5
UPR XBP1 act, no. 45 → 2

Next part
nr	SMILES	Jurkat NFkB inh	UPR CHOP act	697 NFkB inh	tim10-1 inh	UPR XBP1 act	tim23-1 inh	TIM10 inh	Mdm2-MdmX inh
49	O=S(=O)(c1ccc(Cl)cc1)n1ccc2cccnc21	-5	-0.4	12	-4	0	17	-7	-18
50	O=C(O)c1cc([N+](=O)[O-])c(NCCC2=CCCCC2)c([N+](=O)[O-])c1	3	0.2	-1	8	0	12	-8	-5
51	O=C(Nc1cccnc1)c1cccc(F)c1	3	1.3	1	-12	1	20	-7	-4
52	Cc1onc(-c2ccccc2)c1C(=O)NNC(=O)c1ccccc1O	-10	-1.4	-3	24	-2	2	2	35
53	Cc1nn(C)c(Cl)c1C(=O)NCC(=O)NCc1ccccc1	-7	1.7	-10	7	-1	23	-8	0
54	O=S(=O)(/N=C(/Nc1ccc(Cl)c(S(=O)(=O)Nc2ccccc2Cl)c1)c1ccc(F)cc1)c1ccccc1	8	-0.2	11	29	1	14	18	30

Quoted from above, nos. 49–52
nr	SMILES	Jurkat NFkB inh	UPR CHOP act	697 NFkB inh	tim10-1 inh	UPR XBP1 act	tim23-1 inh	TIM10 inh	Mdm2-MdmX inh
49	O=S(=O)(c1ccc(Cl)cc1)n1ccc2cccnc21	-5	-0.4	12	-4	0	17	-7	-18
50	O=C(O)c1cc([N+](=O)[O-])c(NCCC2=CCCCC2)c([N+](=O)[O-])c1	3	0.2	-1	8	0	12	-8	-5
51	O=C(Nc1cccnc1)c1cccc(F)c1	3	1.3	1	-12	1	20	-7	-4
52	Cc1onc(-c2ccccc2)c1C(=O)NNC(=O)c1ccccc1O	-10	-1.4	-3	24	-2	2	2	35
